Compound activity (PubChem)
Mito fusion act: qHTS Assay for Small Molecule Inhibitors of Mitochondrial Division or Activators of Mitochondrial Fusion; S. cerevisiae fusion-defective mutant growth rescue, CellTiterGlo 48 h; AID 485298, 2010; Potency, µM (doses to about 46.1 µM), inactives show at the top dose growth rescue (activation), actives largely listed as activators; actives 0.23% (n = 320,000);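 further: potency means the concentration at half of the fitted maximal effect; % of control where 0% means no effect; nearly all actives have a fitted effect of over 45% in size; temperature-sensitive fusion mutants such as fzo1-1 at 37 °C on non-fermentable ethanol glycerol medium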
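Read-out: ATP-based luminescence (CellTiterGlo, 10 min ambient) reporting growth of fusion-defective ts yeast after 48 hours at 37C on glycerol/ethanol YPEG medium in the presence of compound.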
VP16 counter: VP16 counterscreen qHTS for inhibitors of ROR gamma transcriptional activity; Drosophila S2 Gal4-VP16 UAS-luciferase, luminescence, 20 h; Potency, µM (doses to about 53.6 µM), for the others: at the top dose activity, negative = inhibition, usual class: inhibitors; actives 3.5% (n = 310,000); AID 2546, 2010;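 further: Gal4-VP16 expression switched on by copper sulfate through the metallothionein promoter; potency means the concentration at half of the fitted maximal effect; on the % scale 0 is the no-effect control and ±100 the full control effect; nearly all actives have a fitted effect of over 50% in size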
KCNH2 3.1 inh: qHTS for Inhibitors of KCHN2 3.1: Mutant qHTS; Potassium voltage-gated channel subfamily H member 2, brain isoform KCNH2 3.1 (human); U2OS KCNH2 3.1, thallium flux FluxOr; active compounds read low; activity change, % (tested at about 1.8 µM); actives 0.95% (n = 340,000); AID 720553, 2013;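 active means maximum activity change below -70%; inconclusive means maximum activity change from -70% to -50%; inactive means maximum activity change above -50%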;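 further: thallium influx rate constant from kinetic fluorescence after stimulation buffer; on the % scale 0 is the no-effect control and ±100 the full control effect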
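Steps: virus added to U2OS suspension (4 h, RT, dark); medium with 10% FBS added, cells plated, 37 C overnight; FluxOr/Red40 loading buffer 45 min RT; stimulation buffer, 2 min kinetic read; rate constant normalized.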
FLuc modulator: qHTS profiling assay for firefly luciferase inhibitor/activator using purifed enzyme and Km concentrations of substrates (counterscreen for miR-21 project) | Luciferin 4-monooxygenase (Photinus pyralis), P08659 | purified FLuc, Km substrates, luminescence inhibition | Potency, µM (series often up to 57.5 µM), for inactives: top-dose activity change, negative = inhibition, usual class: inhibitors | actives 6.9% (n = 360,000);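 further: potency means the concentration at half of the fitted maximal effect; plate controls were vehicle for no effect and reference inhibitor for full effect; nearly all actives have a fitted effect of over 55% in size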
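Purified P. pyralis luciferase, 10 nM final, with Km-level 10 uM D-luciferin and 10 uM ATP in 50 mM Tris acetate pH 7.5, 10 mM Mg acetate, 0.01% Tween-20, 0.05% BSA; 6-point qHTS titration about 60 µM downward; luminescence read.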
Rab9 promoter act: qHTS Assay for Rab9 Promoter Activators; Huh7 Rab9 promoter-luciferase reporter, luminescence, 24 h; Potency, µM (doses to about 9.22 µM), without a hit: at the highest dose activation, negative = inhibition, most hits filed as activators; actives 2.8% (n = 320,000); AID 485297, 2010; further: potency means the concentration at half of the fitted maximal effect; % of control where 0% means no effect; nearly all actives have a fitted effect of over 60% in size
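Cell-based reporter: Huh7 stable for Rab9 promoter-driven luciferase, plated in reduced-serum medium with 10% FBS at 1500 cells/well, compound-treated 24 h at 37 °C, luminescence read after 10 min reagent.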
ELG1 repair inh: qHTS screen for small molecules that inhibit ELG1-dependent DNA repair in human embryonic kidney (HEK293T) cells expressing luciferase-tagged ELG1. HEK293T ELG1-luciferase reporter, luminescence, 16 h; DNA damage induced by 5-fluorouridine. Potency, µM (highest dose often 46.1 µM), for the others: at the highest dose activity change, negative = inhibition, usual class: inhibitors. actives 2.3% (n = 330,000). AID 504467, 2011; further: potency means the concentration at half of the fitted maximal effect; on the % scale 0 is the no-effect control and ±100 the full control effect; nearly all actives have a fitted effect of over 55% in size
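HEK293T cells expressing luciferase-tagged ELG1 (2,000/well) received 5-Fluorouridine plus compound or DMSO for 16 hr at 37 °C. Luciferase was read by ONE-Glo luminescence after 30 min at room temperature.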
MBNL1-CUG inh: qHTS Assay for Inhibitors of MBNL1-poly(CUG) RNA binding. actives 0.036% (n = 280,000). Potency, µM (series often up to 57.5 µM), inactives show at the top dose activity change, negative = inhibition, hits mostly inhibitors. TR-FRET MBNL1-His/biotin-(CUG)12 binding, 665/545 ratio. AID 2675, 2010. Muscleblind-like protein 1 (Homo sapiens), Q9NR56; active means well fitted inhibition curve with a large enough effect in the signal ratio, with a control signal flat, not every such curve was filed as active; inconclusive means small, poorly fitted or top-dose-only effect, or effect the other way, or a change in a side signal; inactive means no such curve, though single readings can be large or run the other way; the % refers to the signal ratio; further: potency means the concentration at half of the fitted maximal effect; on the % scale 0 is the no-effect control and ±100 the full control effect
Target sequence (Q9NR56 whole entry, looked up): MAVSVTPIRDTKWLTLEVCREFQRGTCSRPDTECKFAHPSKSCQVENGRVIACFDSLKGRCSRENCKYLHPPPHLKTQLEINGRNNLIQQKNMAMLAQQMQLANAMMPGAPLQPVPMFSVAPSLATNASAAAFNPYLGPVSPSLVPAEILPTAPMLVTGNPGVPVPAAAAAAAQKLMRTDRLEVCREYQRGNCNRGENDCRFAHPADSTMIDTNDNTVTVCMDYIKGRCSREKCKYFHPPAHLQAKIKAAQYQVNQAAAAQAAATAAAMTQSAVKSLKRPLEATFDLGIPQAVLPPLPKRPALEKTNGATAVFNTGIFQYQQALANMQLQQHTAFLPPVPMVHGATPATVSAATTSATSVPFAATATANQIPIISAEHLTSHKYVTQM
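MBNL1-His + Biotin-(CUG)12, cpd titration 92 nM–58 uM; Tb anti-His Ab 0.055 ng/ul, SA-XL665 5 nM (final); 60 min RT; ratiometric 665/545 nm, Ex 340 nm; normalized to buffer and full-complex controls.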
RORgamma inh: qHTS for inhibitors of ROR gamma transcriptional activity; Nuclear receptor ROR-gamma (Mus musculus), P51450; AID 2551, 2010; Potency, µM (highest dose often 53.6 µM), without a hit: at the highest dose activity change, negative = inhibition, usual class: inhibitors; actives 5.4% (n = 310,000); Drosophila S2 Gal4-RORgamma UAS-luciferase reporter, 20 h; further: potency means the concentration at half of the fitted maximal effect; on the % scale 0 is the no-effect control and ±100 the full control effect; nearly all actives have a fitted effect of over 60% in size
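Compounds are pin-transferred onto Drosophila Schneider cells expressing a copper-inducible Gal4–ROR gamma transactivation domain fusion. After 1 hr, copper sulfate is added to 700 uM final; luciferase is read 20 hr later.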
Menin-MLL TR inh: qHTS Assay for Inhibitors Targeting the Menin-MLL Interaction in MLL Related Leukemias: Competition With Texas Red Labeled MLL-derived Mutant Peptide; actives 0.23% (n = 270,000); Potency, µM (top dose mostly 61.6 µM), for inactives: at the top dose FP activity change, negative = inhibition, hits mostly inhibitors; O00255; Menin + Texas Red MLL mutant peptide, fluorescence polarization; active means well fitted inhibition curve with a large enough effect in the polarisation, with a control signal flat, not every such curve was filed as active; inconclusive means small, poorly fitted or top-dose-only effect, or effect the other way, or a change in a side signal; inactive means no such curve, though single readings can be large or run the other way; the % refers to the polarisation; further: potency means the concentration at half of the fitted maximal effect; % of control where 0% means no effect; many of its hits are not listed in these tables
Target sequence (O00255 whole entry, looked up): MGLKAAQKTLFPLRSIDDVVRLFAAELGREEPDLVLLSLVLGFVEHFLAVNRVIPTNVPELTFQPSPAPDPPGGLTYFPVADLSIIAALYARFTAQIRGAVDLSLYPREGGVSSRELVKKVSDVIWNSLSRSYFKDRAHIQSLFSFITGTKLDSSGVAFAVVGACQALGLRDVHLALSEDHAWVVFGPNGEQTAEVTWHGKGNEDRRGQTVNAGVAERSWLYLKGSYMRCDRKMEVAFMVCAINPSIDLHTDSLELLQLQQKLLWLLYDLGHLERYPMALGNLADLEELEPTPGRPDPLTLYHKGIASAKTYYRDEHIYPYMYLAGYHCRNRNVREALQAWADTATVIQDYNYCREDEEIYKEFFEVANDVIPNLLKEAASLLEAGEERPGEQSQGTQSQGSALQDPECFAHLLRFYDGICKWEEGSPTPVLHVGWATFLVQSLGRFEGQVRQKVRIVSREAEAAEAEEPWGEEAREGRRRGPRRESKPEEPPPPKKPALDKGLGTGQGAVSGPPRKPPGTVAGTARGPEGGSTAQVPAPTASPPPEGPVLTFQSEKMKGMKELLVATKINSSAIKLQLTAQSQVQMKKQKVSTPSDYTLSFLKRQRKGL
PKM2 activator: qHTS Assay for Activators of Human Muscle isoform 2 Pyruvate Kinase; Pyruvate kinase PKM (Homo sapiens), P14618; purified PKM2, Kinase-Glo ATP luminescence, activation; response scale: 0% is enzyme alone, no compound; Potency, µM (top dose mostly 57.5 µM), for the others: at the top dose activation, hits mostly activators; actives 0.34% (n = 260,000); AID 1631, 2009; further: potency means the concentration at half of the fitted maximal effect; on the % scale 0 is the no-effect control and ±100 the full control effect; nearly all actives have a fitted effect of over 55% in size
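Purified hPK-M2 (>95% pure) converted ADP (0.1 mM final) to ATP with 0.5 mM PEP in 50 mM imidazole pH7.2, KCl, MgCl2, Tween 20, BSA; 1 h at room temperature. ATP detected by Kinase-Glo luminescence.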
NPC1 prom act: qHTS Assay for NPC1 Promoter Activators; Huh7 NPC1 promoter luciferase reporter, 24 h; Potency, µM (titrated, usually from 9.22 µM), inactives show at the highest dose activation, usual class: activators; actives 2.4% (n = 320,000); AID 485313, 2010;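 further: potency means the concentration at half of the fitted maximal effect; % of control where 0% means no effect; nearly all actives have a fitted effect of over 60% in size; reporter is driven by a mutant NPC1 promoter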
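Compounds in DMSO were transferred onto Huh7 NPC1-luciferase reporter cells pre-incubated 2 h; after 24 h at 37 °C, Amplite reagent was dispensed and luminescence recorded 10 min later.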
* hit, by the source's call; ? = inconclusive; nt = not tested or not shown; [ ] = remark or other dose. Unless noted, the call rests on the fitted dose curve; in most records, active means well fitted curve in the direction sought with a large enough effect; inconclusive means small, poorly fitted or top-dose-only effect, or another doubt; inactive means no such curve, though single readings can be large; an effect the other way counts as inactive or inconclusive. These rows are one share of the data; the hit share may differ from the screen's.

SMILES	Mito fusion act	VP16 counter	KCNH2 3.1 inh	FLuc modulator	Rab9 promoter act	ELG1 repair inh	MBNL1-CUG inh	RORgamma inh	Menin-MLL TR inh	PKM2 activator	NPC1 prom act
Cc1ccc(C(=O)NNC2=Nc3cccc4cccc2c34)cc1	-12%	1.4µM*	1	-1%	4%	-4%	-9%	0.89µM*	27%	1%	12%
CSCCC(N=C1NS(=O)(=O)c2ccccc21)C(=O)N1CCCC(C(N)=O)C1 (stereo unspecified)	-6%	nt	-19	?	-2%	15%	nt	nt	nt	nt	1%
C/C(=N\OC(=O)c1ccc(F)cc1)c1sc(-c2ccccc2)nc1C	-1%	12%	-10	5%	1.6µM*	?	1%	30%	12%	-1%	2µM*
CCN(CC)C(C(=O)NC1CCCCC1)c1ccc(C)cc1 (stereo unspecified)	-6%	6%	-11	-1%	1%	2%	-4%	20%	1%	5%	-1%
COC(=O)c1ccc(Nc2nc(C)cc(C)n2)cc1	0%	?	16	-6%	26%	9%	53%[activator]	-32%	43%[activator]	2%	0%
Cc1cccc(-c2nnc3sc(-c4ccccc4C)nn23)c1	6%	2%	-2	?	-1%	?	-1%	?	-1%	1%	6%
CC1Nc2nc(N(C)C)[nH]c(=O)c2NC1C (stereo unspecified)	-3%	-4%	5	-7%	-2%	4%	6%	-2%	-9%	-8%	2%
O=c1ccc2cc(S(=O)(=O)N3CCN(c4ccccc4)CC3)ccc2o1	1%	-11%	-21	-1%	-4%	6%	-2%	24%	0%	-3%	1%
O=c1[nH]c(=O)n(-c2cc(Br)c(O)c(Br)c2)cc1Br	1%	1%	10	-1%	3%	-26%	-2%	15%	-7%	0%	2%
Cc1cccc(SCc2noc(C(=O)NC(C)C)c2C(=O)O)c1	1%	16µM*	2	-4%	-8%	-2%	7%	?	15%	3%	-2%
COc1ccc2nc(N3CCCC(C(=O)NCCCN4C(C)CCCC4C)C3)sc2c1 (stereo unspecified)	1%	5%	3	-18%	8%	?	1%	-21%	-11%	-2%	3%
Cc1nnc(NC(=O)c2sc3ccccc3c2Cl)s1	27%	8.9µM*	4	0.38µM*	1µM*	?	45%[activator]	?	?	2%	1.3µM*
O=C(O)c1cccc(CSc2nnc(-c3ccco3)o2)c1	0%	?	5	?	1%	?	-1%	?	0%	-2%	12%
CCCCOc1ccc(N(CC(=O)NCCOC)C(=O)CCC(=O)Nc2ccccn2)cc1	2%	-1%	2	5%	0%	1%	-1%	-7%	-3%	1%	0%
O=C(Cn1ncc2c3ccccc3n(Cc3ccccc3)c2c1=O)NCCCN1CCCC1=O	2%	-5%	23	1%	0%	8%	11%	-4%	-14%	nt	0%
Cc1cc(C(=O)COC(=O)/C=C/c2cccc(F)c2)c(C)n1C	3%	-7%	-4	?	-5%	7%	-1%	0%	?	0%	-4%
COc1ccccc1C(=O)NCC(=O)N/N=C/c1cccc(Cl)c1	-9%	-3%	-16	-12%	1%	-3%	2%	3%	14%	-12%	-2%
Cc1ccccc1CNCc1cccnc1	-1%	0%	5	2%	-4%	2%	-3%	-1%	2%	0%	-2%
Cc1oc(-c2ccccc2F)nc1CSCC(=O)NC1CCCC1	15%	-3%	11	1%	0%	8%	0%	-2%	-4%	nt	-4%
C/C(=N/NC(=O)CCCOc1ccc(Cl)cc1Cl)c1ccc(C)o1	-1%	?	-9	?	-1%	-3%	nt	-40%	19%	7%	1%
CC(=O)N1CCN=C1SCc1ccc(Br)cc1	1%	1%	0	3%	-6%	6%	1%	-2%	0%	6%	3%
Cc1nnc(NC(=O)CSc2nnc(-c3ccccc3)n2C)s1	3%	-1%	11	-6%	-12%	4%	-8%	19%	-2%	-13%	0%
OCC1(C2=NOC(O)(C(F)(F)F)C2)CCCCC1 (stereo unspecified)	-2%	-15%	7	0%	10%	?	-19%	0%	8%	-17%	2%
O=C(Cn1cnc2cc([N+](=O)[O-])ccc2c1=O)Nc1ccc2c(c1)OCO2	-5%	-7%	-33	0%	-2%	0%	?	5%	?	-1%	-1%
COc1ccc(CCC(=O)N2CCN(S(=O)(=O)c3cccc(C(F)(F)F)c3)CC2)cc1OC	-2%	nt	-6	nt	-3%	-6%	nt	nt	nt	nt	1%
CCOc1ccccc1Nc1nc(-c2sc(NC(=O)c3ccccc3)nc2C)cs1	-1%	5%	nt	?	-2%	-22%	406%[activator]	?	?	-11%	-4%
Cc1ccc(S(=O)(=O)Nn2c(C)ccc2C)cc1	-9%	17%	-6	-5%	1%	10%	5%	-42%	?	-6%	3%
CCCCC(=O)NCc1ccc2c(c1)cc(C)n2C	1%	-6%	-5	-10%	4%	-12%	2%	26%	?	-10%	8%
CCCn1nc(C(=O)NNC(=O)CCCOc2ccc(OC)cc2)c2ccccc2c1=O	1%	nt	-11	1%	18%	?	nt	nt	nt	nt	5%
CCN1CCN(C(=O)c2ccc(COc3ccc(Cl)cc3)o2)CC1	-2%	2%	-6	-7%	-4%	-18%	-5%	-5%	-11%	-1%	5%
N#CCCN(C(=O)COC(=O)Cc1c[nH]c2ccccc12)c1ccccc1	2%	nt	-3	0%	-7%	19%	nt	nt	nt	nt	2%
COc1cc(-c2noc(C3CCCN(S(=O)(=O)c4cccc(Cl)c4)C3)n2)cc(OC)c1OC (stereo unspecified)	8%	0%	-94*	1%	-2%	21µM*	-3%	1%[10 µM]	-8%	5%	-1%
Cc1ccc(NC(=O)CN(C)C(=O)CCOc2cccc(C)c2)cc1	1%	0%	8	1%	-3%	-5%	12%	-19%	6%	2%	3%
CN(C)CCn1c2c(c(SCC(=O)Nc3cccc(C(F)(F)F)c3)nc1=O)CCCC2	0%	nt	-39	3%	-6%	-6%	nt	nt	nt	nt	-1%
O=C(CCCOc1ccc(Br)cc1)Nc1ccc(S(=O)(=O)N2CCOCC2)cc1	9%	nt	-1	2%	-1%	?	nt	nt	nt	nt	-2%
CC(=O)N1CCN(c2nnnn2-c2ccccc2)CC1	0%	1%	8	6%	-5%	-1%	3%	-10%	18%	-1%	1%
CCOc1ccc(NS(=O)(=O)c2ccc(C(=O)NCc3cccnc3)cc2)cc1	-4%	nt	-20	1%	1%	4%	nt	nt	nt	nt	-2%
O=C(NCCc1cccs1)C12CN(Cc3ccccc3)CC1C(c1cccc([N+](=O)[O-])c1)=NO2 (stereo unspecified)	27%	-5%	?	0%	-3%	?	22%	?	-7%	0%	1%
Cc1cc(Nc2ccccc2Br)n2nc(C)nc2n1	-4%	6%	5	0%	-1%	10%	0%	-3%	0%	2%	-3%
O=[N+]([O-])c1cc([N+](=O)[O-])c(N2CCOCC2)cc1NCc1ccccc1	?	2%[0.365 µM]	-18	4%	-9%	-7%	?	2%	1%	-1%	-3%
CCOCCCNC(=O)CCc1ccc(-n2cnc3cccnc32)cc1	-2%	4%	11	-1%	-4%	-9%	1%	-8%	-21%	nt	-2%
Cc1csc(SCc2c(C(=O)O)oc3ccccc23)n1	2%	3%	15	1%	0%	0%	0%	-31%	0%	-3%	-2%
Cc1ccc(C(=O)N/C(=C/c2ccccc2)C(=O)NCc2ccncc2)cc1	-2%	-1%	-24	0%	-2%	?	-4%	25%	nt	-1%	-1%
CN(CC(=O)Nc1ccc(Cl)cc1)C(=O)C1CCCC1	14%	nt	2	-4%	27%	?	nt	nt	nt	nt	14%
COc1ccccc1NC(=O)Cc1nnc(SCC(=O)Nc2ccccc2F)n1C	-2%	1%[10 µM]	7	0%	-6%	14%	-1%	18%	8%	10%	0%
Cc1cc(C(=O)O/N=C(\N)c2ccncc2)ccc1[N+](=O)[O-]	15%	-25%	4	17µM*	3.2µM*	?	nt	17%	nt	5%	?
O=C(O)Cc1cc2c(s1)CCCCC2	4%	3%	4	0%	-2%	-5%	1%	9%	1%	-6%	-2%
